Compound activity as filed in PubChem BioAssay.
Hep lipid drop: modulators of hepatic lipid droplet formation; AML12 mouse hepatocytes, oleate lipid droplets, BODIPY imaging; inhibition, % at 6.5 µM; 0.4% of 240,000 active;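 active = lipid droplet intensity inhibited by at least 50%, with more than 500 cells counted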
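Material: mouse AML12 hepatocyte cell line, fixed after treatment; Timing: compound with oleate, overnight; Technique: high-content imaging of BODIPY-stained droplets and DAPI nuclei; Probe or stimulus: oleate, 100 µM final; Dosing: compound at 6.5 µM only.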
Insulin prom up: MIN6 insulin promoter up-regulation; z-score at 5 µM; 0.3% of 190,000 active; MIN6 insulin promoter-GFP reporter, high-content imaging; stronger effect = higher value;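 active = z-score above 3 at 5 µM with at least 500 cells counted in the well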
b-catenin transl: modulators of beta-catenin nuclear translocation. HeLa beta-catenin nuclear translocation, immunofluorescence imaging. nuclear translocation activity, % at 5 µM. 0.3% of 190,000 active. AID 1665;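 active = nuclear translocation activity above 50% at 5 µM, with a well cell count of 50 or more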;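 also: per-cell ratio of nuclear to cytoplasmic median beta-catenin stain intensity; plate controls were DMSO negative control for no effect and GSK-3 inhibitor IX positive control for full effect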
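assay system = human HeLa cells, endogenous beta-catenin | times = compound treatment 24 h, 37°C, 5% CO2 | detection = Anti-beta-catenin immunofluorescence on PFA-fixed, Triton-permeabilized cells, DAPI nuclei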
XIAP displacement: small molecules displacing peptide from XIAP – biochemical, IAP family, fluorescence polarization (AID 1018). XIAP BIR domain, fluorescence polarization peptide displacement; higher % means a stronger effect. displacement, % at 20 µM, or IC50 in µM where a hit was titrated. 0.007% of 200,000 active; in the data active = displacement above about 50%; also: a part of the inactive calls stands beside numbers as strong as those of hits
CSM14.1 death rescue: protection against thapsigargin-triggered cell killing – 384-well, CSM14.1, ATP luminescence, primary screen (AID 1222); 190,000 tested, under 10 active; one-dose cellular ATP content (survival), % at 20 µM; EC50 in µM for titrated hits; CSM14.1 thapsigargin-induced death rescue, ATP luminescence; higher % means a stronger effect;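 active = EC50 below 50 µM in the dose-response confirmation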;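 also: death triggered by thapsigargin at about 15 µM added after 2 h compound pretreatment; cell ATP read after overnight thapsigargin exposure of roughly 18 to 22 hours; normalized against plate controls of thapsigargin alone and 5% DMSO vehicle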
MT stabilizer: microtubule stabilization, imaging screen. 0.83% of 200,000 active. % tubulin-high responders, % at 10 µM. HeLa tubulin immunostaining HCS, 24 h; share of cells brighter than vehicle mean+2SD;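 active = plate Z-score above 3 for both tubulin-high and condensed-nucleus cell shares, with cell loss under 80%, at 10 µM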;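 also: anti alpha tubulin signal scored within the nucleus-defined area of each cell; some results filed as inactive read as strong as hits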
WT yeast gro inh: growth inhibition of WT yeast, mitochondrial fusion screen; mitochondrial fusion phenotypic screen, WT strain; 2.1% of 190,000 active; inhibition, % at 10 µM; in the data active = inhibition above about 58%; tested in S. cerevisiae
Dynein cargo inh: blocks dynein driven cargo transport along microtubules; 3617.4 mouse cells, GR-EGFP nuclear translocation imaging; test concentration mostly 20 µM; stimulated with dexamethasone, 1 µM; stronger effect = lower value; z-score, hits read low; 0.47% of 220,000 active; AID 1381;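 active = plate z-score of nuclear minus cytoplasmic receptor signal below a set negative limit, without overly bright fluorescence or cell loss, cut at about -3.5 in these data, passing the limit was not always enough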;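 also: z-score of nuclear minus cytoplasmic ring GR-EGFP intensity difference per well; some compounds called inactive have numbers as strong as hits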
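Medium: Induction medium lacking tetracycline, stripped serum | Probe or stimulus: 1.0 µM final dexamethasone stimulus | Schedule: 48 h induction, then 1 h compound, then 30 min agonist, 37 °C | Signal: Automated 10x imaging of fixed Hoechst-stained cells | Evaluation: Per-cell GR-EGFP intensity, nucleus versus surrounding cytoplasmic ring, well-averaged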
Autophagy mod: autophagy modulation, high-content screen; 0.98% of 190,000 active; MEF GFP-LC3 puncta imaging; test concentration mostly 10 µM; calls only at 10 µM (by protocol);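 active = percentage of spot-positive cells more than 3 SD above its plate mean, without a fluorescence outlier flag or 80% toxicity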;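 also: spot-positive cell cutoff set from DMSO-treated cells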
WT yeast gro inh mutant strain: second read-out of WT yeast gro inh, no call of its own (marks repeat the call); inhibition, %; mitochondrial fusion phenotypic screen, mutant strain inhibition
Dynein cargo inh cytoplasmic EGFP: recorded beside Dynein cargo inh, whose call it bears; z-score; measured here: cytoplasmic GR-EGFP intensity; stronger effect = higher value
Dynein cargo inh nuclear GR-EGFP: further read-out of Dynein cargo inh, marked with its call; z-score; measured here: nuclear GR-EGFP intensity;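 lower value marks the stronger effect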
Dynein cargo inh cell count: recorded beside Dynein cargo inh, whose call it bears; z-score; measured here: cell count per field
Insulin prom up cell count: second read-out of Insulin prom up, no call of its own (marks repeat the call); cell count; measured here: cytotoxicity, nuclei count;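 total cells summed across four imaged fields per well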
Hep lipid drop cells 6.5 µM: further read-out of Hep lipid drop, marked with its call; cell count; measured here: cell count, cytotoxicity flag;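 cells counted across two imaged fields per well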
b-catenin transl cell count 5 µM: recorded beside b-catenin transl, whose call it bears; cell count; measured here: cell count, cytotoxicity flag
MT stabilizer Hoechst-high %: further read-out of MT stabilizer, marked with its call; % Hoechst-high responders; measured here: nuclear condensation Hoechst responders;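 share of cells brighter than vehicle mean plus two SD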
MT stabilizer cytotoxicity %: recorded beside MT stabilizer, whose call it bears; toxicity, %; measured here: cytotoxicity by cell density;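 0% = mean cell density of plate MIN control wells and 100% = no cells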
Autophagy mod cell loss 18 h: recorded beside Autophagy mod, whose call it bears; toxicity, %; measured here: cell loss, nuclei count;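 cell loss after 18 h compound exposure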
Starred values were filed as active, the others as inactive; i = inactive; / = no result given.

Below each compound – b-catenin transl, Autophagy mod, Insulin prom up, Dynein cargo inh cell count, WT yeast gro inh, Hep lipid drop, MT stabilizer Hoechst-high %, Insulin prom up cell count, Dynein cargo inh nuclear GR-EGFP, MT stabilizer cytotoxicity %, WT yeast gro inh mutant strain, b-catenin transl cell count 5 µM, Autophagy mod cell loss 18 h, Hep lipid drop cells 6.5 µM, CSM14.1 death rescue, Dynein cargo inh, XIAP displacement, MT stabilizer, Dynein cargo inh cytoplasmic EGFP
> O=C(COC(=O)CCCc1nc2ccccc2s1)NC(=O)NCc1ccco1
    -4.8, i, 0.36, 0.089, -10, 2, 1.7, 1572, 0.33, 0.9, -8, 964, -5, 700, 0.4%, 0.58, -8.1%, 2.8, -0.25
> Cc1cccc(N2CC(=O)N(c3cccc(C)c3)CC2=O)c1
    -1.9, i, 1.1, 0.39, 3, /, 2.5, 1210, -0.32, 5.8, 1, 1162, 5, /, -1.9%, -0.98, -4.5%, 6.1, 0.012
> CCC(CC)C1C(C#N)=C(N)Oc2cc(C)oc(=O)c21 (stereo not drawn)
    /, i, 0.68, 0.72, -9, 7, 1.9, 890, -0.014, 9.6, -12, /, 0, 782, 2.0%, -0.43, -0.9%, 2.0, -0.14
> COCCn1c(SCc2ccc(C(=O)OC)o2)nnc1-c1c[nH]c2ccccc12
    /, i, -0.42, 0.75, -16, /, 4.0, 930, 0.16, 8.7, -1, /, 6, /, -0.7%, -0.097, -0.4%, 4.0, -0.16
> CN(C)CCNC(=S)Nc1ccc(F)c(F)c1F
    -2.2, i, 0.26, -1.1, 8, 0, 1.2, 1753, 1.2, 12, 6, 1074, -35, 689, -2.3%, 2.4, -4.2%, 3.6, -0.11
> N#CC1=C(N)C(C#N)(C#N)C(c2cccnc2)C2CC(c3ccccc3)CC=C12 (stereo not drawn)
    4.4, i, -0.48, 0.19, 16, /, 2.2, 1277, -1.6, 8.2, 7, 1447, 4, /, 2.5%, -2, -4.9%, 3.8, 0.61
> Cc1cc2ccccn2c1C(=O)c1nc(NCc2ccccc2)ncc1Cl
    -3.2, i, -0.7, 0.011, 37, -14, 2.8, 1043, -0.45, 8.5, 16, 975, 11, 650, -0.6%, -0.6, -8.5%, 3.4, -0.19
> COc1ccccc1N(C(=O)c1ccncc1)c1nc(-c2ccc([N+](=O)[O-])cc2)cs1
    2.5, i, -0.15, -0.59, 31, -1, 2.0, 1245, 0.52, 12, -4, 456, 13, 585, -0.5%, 0.39, -1.3%, 8.1, -0.2
> Cc1cccc(OP(=O)(Nc2c(C)n(C)n(-c3ccccc3)c2=O)Oc2cccc(C)c2)c1
    1.8, i, /, -1.3, 9, 0, 2.4, /, 1.3, 1.2, 1, 902, 4, 534, -1.3%, 1.6, -1.8%, 3.2, -0.22
> S=C(NCCCN1CCOCC1)Nc1ccc(-c2nc3ccccc3[nH]2)cc1
    -5.1, i, -0.55, 0.23, -14, 1, 2.5, 1181, 0.29, 1.2, 7, 1052, 6, 645, -1.7%, -0.33, -9.7%, 2.9, -0.27
> CCCNC(=O)CN(c1cccc(F)c1)S(C)(=O)=O
    /, i, 0.18, 0.16, 14, -28, 2.4, 1329, 1.9, 4.8, 11, /, -1, 729, -1.1%, 2.7, -0.9%, 3.9, -0.36
> c1csc(-c2ncc3ccccn23)c1
    1.6, i, -0.03, 0.85, -3, 3, 1.2, 1749, -0.12, 3.5, 4, 950, -6, 594, -2.6%, -1, -0.9%, 2.1, -0.22
> COCc1ccccc1Cn1cnc2c1c(=O)n(C)c(=O)n2C
    -0.2, i, -0.42, 0.27, 0, -6, 2.0, 1807, 0.45, 16, 6, 1001, 11, 621, -2.5%, -0.46, -5.2%, 1.9, -0.068
> CCSc1nnc(C)n1-c1ccc(C(=O)O)cc1
    0.5, i, 0.18, 0.2, 16, -4, 1.2, 863, -0.28, 9.0, 14, 1076, -7, 731, -1.3%, -0.43, 2.1%, 1.3, -0.18
> COc1ccc(-c2csc(NC(=O)COC(=O)C3=COCCO3)n2)cc1
    7.5, i, 0.25, -1.3, 5, 15, 3.2, 1167, 1.3, 4.7, 9, 1065, -5, 710, 0.7%, 0.86, -0.8%, 3.9, 0.051
> O=C(COc1ccc(Cl)cc1)N1CCN(c2ccc([N+](=O)[O-])c(N3CCOCC3)c2)CC1
    0.8, i, 0.02, -0.33, 1, -20, 2.9, 1376, 0.4, 20, 10, 1081, 4, 552, -1.1%, 0.54, -7.7%, 1.9, -0.22
> COCCCNc1nc2nonc2nc1N1CCN(C2CCCC2)CC1
    4.6, i, -0.66, 0.17, -8, 3, 2.3, 1328, -0.094, 10, -12, 913, -11, 769, -1.0%, -1, -6.2%, 2.3, -0.18
> CCCCOC(=O)C1CCC[C@@H](C)N1 (stereo partly drawn)
    0.2, i, 0.19, 1, -22, /, 2.0, 1547, 0.29, 9.6, -30, 1388, 0, /, -0.9%, 0.075, -3.0%, 2.0, -0.18
> O=C(Nc1ccn(Cc2cccc3ccccc23)n1)c1cccnc1
    -2.5, i, -0.06, 0.45, -9, 8, 2.3, 1253, 0.34, 8.6, 6, 994, 24, 737, 2.2%, 0.056, -3.2%, 2.6, -0.26
> Nc1nnc(SCc2nnc(-c3ccccc3)o2)s1
    -0.4, i, 1, -2, -21, 3, 1.7, 1404, 0.5, 12, 9, 1522, -8, 710, -0.1%, 1.2, -4.9%, 3.9, 0.21
> COc1cc2[nH]c(=O)n3nc(-c4ccccc4)nc3c2cc1OC
    -2.6, i, 0.46, 0.52, -2, 4, 2.9, 1098, 0.73, 14, -1, 1152, -20, 747, -2.2%, 1.1, -3.6%, 3.7, -0.24
> O=C1CC(NCc2ccncc2)C(=O)N1c1ccc(Cl)cc1 (stereo not drawn)
    -1.2, i, 0.93, 0.92, -17, /, 3.6, 1485, -0.21, 11, -11, 1431, 1, /, -0.8%, -0.42, -0.8%, 6.3, -0.13
> Cc1cccc(NC(=S)NCc2cccs2)c1C
    -1.9, i, -0.88, 1.3, 9, /, 2.0, 1339, -0.37, 3.8, 9, 682, 5, /, -0.9%, -0.46, -3.7%, 3.3, -0.16
> CSc1ccccc1C(=O)NCCCOC(C)C
    -2.1, i, -0.96, 0.19, -19, 11, 1.2, 885, 0.044, 10, 17, 1114, 9, 818, -1.9%, -0.51, -6.8%, 2.4, -0.062
> Cc1noc(C)c1C(=O)N1CCC(CO)(Cc2ccccc2)CC1
    -3.1, i, -0.21, 1.3, 10, -1, 1.2, 1245, -0.22, 4.4, 5, 976, 19, 766, 0.9%, -0.68, -2.0%, 2.8, -0.19
> Fc1cccc(Cl)c1Cn1nnc(-c2ccc(N3CCOCC3)cc2)n1
    -1.7, i, 0.6, 1.3, -3, 2, 1.4, 1800, -0.3, 6.5, 6, 1094, -1, 699, -1.9%, -0.24, -3.6%, 3.4, -0.23
> O=C(Cc1ccc(Br)cc1)NC1CCSC1=O (stereo not drawn)
    0.2, i, /, 0.98, 2, -9, 2.2, /, -0.35, 6.8, 3, 565, 10, 698, 2.1%, -0.86, -3.9%, 4.2, -0.28
> O=C(NC1CCSC1=O)c1cccc(C(=O)NC2CCSC2=O)c1 (stereo not drawn)
    -4.1, i, 0.23, 0.75, -10, /, 1.9, 1124, -0.28, 3.0, -7, 1088, -1, /, -0.1%, -0.83, -5.8%, 2.9, -0.19
> Cc1ccc2c(c1)N(C(C)C(=O)NCCc1ccccc1)C(=O)CO2 (stereo not drawn)
    -1.5, i, 0.2, 0.77, 20, 10, 2.5, 1937, -0.6, 7.8, 20, 1075, 2, 662, -1.3%, -0.79, 0.2%, 3.2, -0.3
> COc1ccc(NS(=O)(=O)c2ccc(Cl)c(C(=O)O)c2)cc1S(=O)(=O)N1CCCCC1
    -1.1, i, 0.59, 0.71, 0, -8, 3.3, 1221, 0.13, 6.4, 0, 1014, -6, 694, -1.6%, 0.018, -4.6%, 2.8, -0.29
> C1CCN(C2CCN(c3nc4nonc4nc3N3CCSCC3)CC2)C1
    -0.3, i, -0.22, -0.95, -7, -9, 2.6, 1494, 0.55, 8.4, 4, 1091, 25, 653, 0.9%, 1.7, -5.2%, 3.0, -0.24
> CC(=O)Nc1ccc(NC(=O)C(C)Sc2nnc(-c3cccs3)o2)cc1 (stereo not drawn)
    -3.4, /, 0.05, 0.78, /, 1, /, 1355, -0.15, /, /, 1180, /, 717, /, -0.5, /, /, -0.29
> CCOC(=O)Cc1csc(SCC(=O)Nc2cc(Cl)ccc2Oc2ccccc2)n1
    0.1, i, -0.05, 1.2, 4, -11, 2.4, 881, -0.14, 7.8, 4, 933, 14, 705, -1.7%, -0.25, -8.1%, 3.5, -0.26
> Cc1ccc(C(=O)N(c2ccccc2)C2CC(C)N(C(=O)c3ccco3)c3ccccc32)cc1 (stereo not drawn)
    -0.9, i, -0.11, 2.4, 55, -1, 0.6, 911, -0.5, 7.1, 18, 1155, 0, 755, 3.3%, -1.4, -5.5%, 1.2, -0.34
> CCOC(=O)NC(=O)C(=CNc1ccccc1C)C(=O)NC(=O)OCC
    -3.5, i, 0.25, 0.9, -9, -9, 1.3, 1283, -0.55, 9.0, 3, 605, -8, 697, 1.3%, -0.45, 0.9%, 1.7, -0.32
> Cn1c(=O)c2[nH]c(N=NNc3ccccc3F)nc2n(C)c1=O
    2.0, /, -0.25, 0.54, /, -1, /, 1091, -0.095, /, /, 1330, /, 693, /, -0.12, /, /, -0.24
